All columns: NCI-60 one-dose screen, growth in % after 48 h at 10 µM unless noted; 100 = growth as untreated, 0 = no growth, -100 = all killed.
LOX IMVI: LOX IMVI melanoma; AID 1794757; hit rate 7.4% among 79,000
MALME-3M: MALME-3M melanoma | hit rate 5.8% among 78,000 | AID 1794766
BT-549: BT-549 breast cancer; hit rate 4.4% among 78,000
MCF7: MCF7 breast cancer | hit rate 6.3% among 82,000 | AID 1794796
MDA-MB-231: MDA-MB-231 breast cancer; hit rate 5% among 81,000; AID 1794789
MDA-MB-468: MDA-MB-468 breast cancer | hit rate 8.5% among 78,000 | AID 2202374
HS 578T: HS 578T breast cancer. hit rate 4.1% among 78,000. AID 1794788
T-47D: T-47D breast cancer. hit rate 5% among 79,000. AID 1794792
Active calls of the source: *; . = no result given; & = joins results of further samples; [ ] = another dose, or the depositor's remark. The calls were made as follows: active = growth percent below 10; inactive = the rest.

SMILES	LOX IMVI	MALME-3M	BT-549	MCF7	MDA-MB-231	MDA-MB-468	HS 578T	T-47D
CN1C(=O)CSCC1=O	98	106	107	95	104	96	102	91
CN(C)c1ccc(N=Nc2ccccc2C(=O)O)cc1	81&97	84&100	79	50&32	62&76	53&19	91	55&53
O=C(Nc1cc(Cl)c(Cl)cc1Cl)N1CCOCC1	.	120	108	91	110	88	118	104
Cc1cc(C)c(C#N)c(OCCCCn2c(C)cc(C)c(C#N)c2=O)n1	87	99	93	84	96	73	91	75
COc1ccc(-c2cc(-c3ccc(OC)cc3)n(-c3ccc(-c4nnc(NCc5ccccc5)s4)cc3)n2)cc1	98	109	.	98	93	106	95	69
Cc1ccc(C(F)(F)F)cc1N1CCN(C(=O)[C@@H]2C[C@@H]2c2cccc(C(F)(F)F)c2)CC1	90	74	89	69	80	42	83	46
O=C(Nc1ccc(N2CCOCC2)cc1)c1cncnc1Nc1ccc2c(ccn2Cc2ccccn2)c1	97	102	91	86	94	80	84	34
CCOC(=O)C(CC(Nc1ccc(OC)cc1)c1ccccc1)[N+](=O)[O-] (stereo unspecified)	87	103	96	106	102	100	112	88
Cc1ccc(S(=O)(=O)Nc2ccc(Cl)cc2C(=O)NO)cc1	99	81	95	86	113	104	101	99
C[C@H](NC(=O)C(C)(F)F)[C@H](Oc1ccc2c(cnn2-c2cccc(C(=O)NCCCCN)c2)c1)c1ccc2c(c1)OCCO2	79	93	54	91	101	104	110	75
O=c1[nH]nc(-c2ccc(Cl)c(Cl)c2)cc1Cc1ccccc1[N+](=O)[O-]	97	108	103	90	99	105	97	89
COc1ccc(-c2nn(-c3ccccc3)cc2/C=C/C(=O)OCc2cn(-c3ccc(C)cc3)nn2)cc1	80	103	109	86	84	106	89	44
CCOC(=O)c1nn(C2CCCCO2)c2ccc(NC(=O)CN3CCCC3)cc12 (stereo unspecified)	97	102	94	96	104	111	95	102
Cc1ccc(NCc2nnc(-c3ccc(Cl)cc3)o2)cc1	95	99	104	89	101	112	115	101
O=C(O)CCCC(=O)Nc1ccc(NC(=O)Nc2ccc(Cl)c(C(F)(F)F)c2)cc1	96	106	114	97	113	104	96	100
Cn1ncc2cc3c(Nc4ccc(Cl)cc4)cccc3nc21	87	122	97	87	82	79	89	77
Cc1cc2c(cc1Cl)C(=O)/C(=C/c1ccc(Cl)cc1)O2	.	106	104	95	112	101	111	102
CCOC(=O)N1CC=CC1	95	102	94	98	104	114	108	103
Nc1ccc(Cl)nn1	103	83	99	104	97	101	99	91
C=CCn1c(-c2ccc(-c3nc4ccc(C)cc4[nH]3)cc2)n[nH]c1=S	98	97	100	83	91	96	102	98
CCCCCCCC(=O)SCC/C=C/[C@@H]1CC(=O)NCc2cc(ccn2)C2=N[C@@](C)(CS2)C(=O)N[C@@H](C(C)C)C(=O)O1	-95*	11	36	14	3.6*	12	-8.4*	-6.3*
CCCCCCc1ccc(O)c(Cl)c1	103	103	103	91	108	99	106	93
C/C(=N\NC(=O)CSc1nc2sc3c(c2c(=O)n1-c1ccccc1)CCC(C)C3)c1ccc(Cl)cc1 (stereo unspecified)	6.7*	29	37	14	40	-28*	62	46
CSc1c(-c2nc3ccccc3s2)c(N)nc2c(C(=O)Nc3ccccc3)c(Nc3ccccc3)nn12	93	98	91	92	101	102	104	103
Nc1ccc2c(c1)C(=O)OC2	100	105	121	99	109	103	98	104

An excerpt from above, reduced to T-47D, MCF7 and LOX IMVI:
| compound | T-47D | MCF7 | LOX IMVI |
| --- | --- | --- | --- |
| Cc1ccc(S(=O)(=O)Nc2ccc(Cl)cc2C(=O)NO)cc1 | 99 | 86 | 99 |
| C[C@H](NC(=O)C(C)(F)F)[C@H](Oc1ccc2c(cnn2-c2cccc(C(=O)NCCCCN)c2)c1)c1ccc2c(c1)OCCO2 | 75 | 91 | 79 |
| O=c1[nH]nc(-c2ccc(Cl)c(Cl)c2)cc1Cc1ccccc1[N+](=O)[O-] | 89 | 90 | 97 |

(further entries)
SMILES	LOX IMVI	MALME-3M	BT-549	MCF7	MDA-MB-231	MDA-MB-468	HS 578T	T-47D
O=C(Nc1ccc(-c2ccc3c(c2)NC(=O)/C3=C\c2ccc[nH]2)cc1)NC1CC1	89	105	103	16	101	-4.4*	97	32
Cn1cc(C(=O)Nc2cc(C(=O)Nc3cc(C(=O)NCCC(=N)N)n(C)c3)n(C)c2)cc1NC(=O)CN=C(N)N	95	107	93	105	105	102	102	102
O=[N+]([O-])c1ccc(-c2cc3c(Nc4ccc(OCc5cccc(Cl)c5)c(Cl)c4)ncnc3s2)cc1	66	61	86	44	82	56	82	59
COc1ccc2c(CC(=O)O)cc(=O)oc2c1	.	105[100 µM]	102[100 µM]	95[100 µM]	111[100 µM]	98[100 µM]	108[100 µM]	102[100 µM]
COc1cc(NC(=O)c2ccc(C)cc2)ccc1C(=O)NC(=S)Nc1ccc(C(=O)O)cc1	84	84	103	83	79	101	80	82
CSc1ncnc(SC)c1Cl	96	98	106	98	115	105	101	93
COc1ccc(-c2cc(-c3cccn3C)c(C#N)c(=O)n2N=O)cc1OC	101	101	109	100	119	95	164	99
COc1ccc(C(=O)/C=C/c2cc(F)cc(C(F)(F)F)c2)cc1S(N)(=O)=O	-91*	-64*	-73*	-91*	-91*	-93*	-26*	6.9*
C=CCc1c2c(c(OC)c3ccoc13)C(=O)/C(=C/c1ccccc1)O2	83	110	102	78	75	98	81	85
C/C(=N\N=C\c1ccc(N(C)C)cc1)c1nnn(-c2ccc(Cl)cc2)c1C	112	105	110	99	109	103	106	110
O=[N+]([O-])c1ccc2c(c1)/C(=C/c1ccc(Cl)cc1)c1ccccc1-2	96	91	78	90	104	91	110	105
COc1ccc(-c2nn(-c3cccc(Cl)c3)cc2C=C2C(N)=NN=C2N)cc1	107	91	127	92	103	100	96	103
COc1cc(/C=N\NC(=O)c2ccc3nc(-c4ccc([N+](=O)[O-])cc4)[nH]c3c2)cc(OC)c1OC	97	56	109	71	110	105	103	55
CN(C)CCC(=O)C(=Cc1ccccc1Cl)C(=O)CCN(C)C	88	97	120	82	.	99	105	.
COc1cc(-c2nc(-c3ccccc3)[nH]c2-c2ccnc(NCCCNS(=O)(=O)c3cccc4ccccc34)n2)ccc1F	96	107	129	85	99	84	103	67
C=CC(=O)OCCCCCCCC	101	108	.	95	109	106	109	105
Nc1ccc2c(c1)-c1ccccc1C2=O	98	103	100	72	99	102	112	101
COc1cc(C(=O)c2cnc(-c3c[nH]c4cccc(C)c34)[nH]2)cc(OC)c1OC	25	54	38	18	-3.1*	2.0*	21	52
O=C1C(Cl)C(c2ccccc2Cl)N1n1cnnc1 (stereo unspecified)	91	96	97	97	95	106	88	.
CN1CCC(CC(C(=O)N2CCCC2)(c2ccccc2)c2ccccc2)C1 (stereo unspecified)	96	.	109	93	104	119	106	93
CCc1ccn2c(=O)c(C)cnc2c1	93	103	103	93	105	112	108	104
CN1CCCCC1CCN1C(=O)c2ccccc2C1=O (stereo unspecified)	97	95	91	101	109	109	106	99
N#C/C(=C\c1ccc2c(c1)OCO2)n1nnc2cc(F)c(F)cc21	57	71	60	44	80	6.1*	85	21
Cc1cc(Cl)ccc1Nc1nc(C(F)(F)F)ccc1C(=O)N/N=C/c1cccc(O)c1	36	.	9.2*	30	40	.	-17*	40
C1CCN(CCN2CCCCC2)CC1	98	111	151	97	102	106	125	111
Remaining list, next part:
SMILES	LOX IMVI	MALME-3M	BT-549	MCF7	MDA-MB-231	MDA-MB-468	HS 578T	T-47D
COc1ccc(-c2nn(-c3ccccc3)cc2-c2c3c(nn2-c2ccccc2)CC(C)(C)CC3=O)cc1	86	92	87	81	87	99	104	52
CCOC(=O)c1cn2c3c(cccc3c1=O)C(=O)CC2	109	103	97	98	114	89	101	97
O=C(NC(=S)Nc1cnccn1)c1ccccc1	101	90	121	90	96	105	104	.
C1=CCOC(c2ccccc2)OC1	102	95	94	106	100	98	106	111
COC(=O)C(Cc1ccc(Cl)c(Cl)c1)n1cc(-c2ccccc2)nn1 (stereo unspecified)	105	104	108	100	98	105	102	89
COc1ccc(/C=C/C(=O)c2ccccc2)cc1OC	36&59	108&97	84	19&34	94&102	50&85	88&112	81&84
COc1ccc(/C=N\NC(=O)c2cc(-c3ccc(Cl)cc3)n(-c3ccc(S(N)(=O)=O)cc3)n2)cc1	94	86	.	82	82	105	74	66
Nc1cccc(C(=O)O)c1	98	106	102	93	99	96	108	95
COc1ccc(NC(=O)c2ccc3c(c2)nc(-c2cc4ccccc4[nH]c2=O)n3-c2cc(C(C)(C)C)[nH]n2)cc1	.	101	85	81	98	95	81	79
COc1ccc(C2OC(c3ccc(Oc4nnnn4-c4ccccc4)cc3)=NN2C(C)=O)cc1 (stereo unspecified)	96	82	.	96	89	100	104	87
CC(C)(C)OC(=O)Cn1cc(CNC(=O)[C@H](Cc2ccccc2)NC(=O)OCc2ccccc2)nn1	98	99	134	93	106	120	93	90
COC(=O)c1ccc2nc(-c3cc4ccccc4n3C)n(CCCCOc3cc4c(cc3OC)C(=O)N3CCC[C@H]3C=N4)c2c1	-55*	-80*	-54*	2.4*	-15*	.	-62*	4.1*
CN(C)c1ccc(/C=C\C(=O)c2ccccc2)cc1	77&76&85	83&84&87	74&78&76	45&39&50	105&84&104	84&88&85	103&100&104	89&85
CC/C=C/CO[C@H]1Cc2cc3ccc(=O)oc3cc2OC1(C)C	70	96	90	90	105	74	90	77
CC1=CC(C)(C)Nc2ccccc21	94	95	105	104	107	92	100	107
CCN(CC)CC#CCOC(=O)[C@]1(C)CCC[C@]2(C)[C@H]3C[C@H]4C(C(C)C)=C[C@]3(CC[C@H]21)[C@@H]1C(=O)CCC(=O)[C@@H]14	39	45	64	25	69	11	69	36
CC[C@H](C)[C@@H](C(=O)OC)n1cc(CNC(=O)[C@@H](Cc2ccccc2)NC(=O)OCc2ccccc2)nn1	100	100	106	97	101	99	101	107
CC1=CC(OC(=O)C(C)(O)CCC(O)(C(=O)OC2CC(O)(C(C)C)CCC2(C)O)C(C)C)(C(C)C)CCC1 (stereo unspecified)	96	95	108	95	103	93	102	100
CC1=CC(c2ccc(C)cc2)N2C(C)=CSC2=N1 (stereo unspecified)	96	115	106	92	107	89	121	98
O=C(O)c1cn(C2CC2)c2cc(N3CCN(Cc4nc5c(cnn5-c5ccc(Br)cc5)c(=O)[nH]4)CC3)c(F)cc2c1=O	92	103	93	102	80	91	97	93
C#CCNC(=O)c1cc(C(=O)c2ccc(Cl)cc2)n2c(C)cccc12	97	121	105	100	85	105	92	97
CC1=C(C(=O)Nc2ccccc2)C(c2ccc(-n3cncn3)cc2)n2c(nc3ccccc32)N1 (stereo unspecified)	.	93	89	91	.	99	.	100
COc1cccc(-c2nc3sccn3c2-c2ccnc(NCCCNS(=O)(=O)c3ccccc3)n2)c1	29	36	47	52	60	52	103	0.9*
COC(CCCl)c1ccc(Cl)cc1 (stereo unspecified)	101	99	102	99	119	102	.	98
O=C(Nn1c2c(sc1=NC1CC1)C(=O)c1ccccc1C2=O)c1cc2ccc1CCc1ccc(cc1)CC2	0.5*	-64*	37	12	15	32	46	20

Full records, quoted from the list.
COc1ccc(/C=C/C(=O)c2ccccc2)cc1OC as listed: LOX IMVI: 36&59; MALME-3M: 108&97; BT-549: 84; MCF7: 19&34; MDA-MB-231: 94&102; MDA-MB-468: 50&85; HS 578T: 88&112; T-47D: 81&84
Nc1cccc(C(=O)O)c1 as listed: LOX IMVI: 98; MALME-3M: 106; BT-549: 102; MCF7: 93; MDA-MB-231: 99; MDA-MB-468: 96; HS 578T: 108; T-47D: 95
COc1ccc(NC(=O)c2ccc3c(c2)nc(-c2cc4ccccc4[nH]c2=O)n3-c2cc(C(C)(C)C)[nH]n2)cc1 as listed: LOX IMVI: .; MALME-3M: 101; BT-549: 85; MCF7: 81; MDA-MB-231: 98; MDA-MB-468: 95; HS 578T: 81; T-47D: 79

Additional entries follow.
SMILES	LOX IMVI	MALME-3M	BT-549	MCF7	MDA-MB-231	MDA-MB-468	HS 578T	T-47D
COc1ccc(C=Nc2ccccc2)c(OC)c1	105	103	100	106	110	95	.	90
c1ccc(C2=NN(c3ccccc3)[C@H](c3cn(-c4ccccc4)nc3-c3ccccc3)C2)cc1	105	105	115	92	109	111	131	101
CC(C)CC(C)NC(=O)CCCl (stereo unspecified)	95	107	99	94	103	104	110	100
NC1=C(Cl)C(=O)c2ccc(S(N)(=O)=O)cc2C1=O	-85*	-96*	-91*	-49*	-3.4*	-92*	-21*	-46*
Brc1ccc2[nH]cc(-c3csc4nc(-c5ccccc5)cn34)c2c1	60	82	101	56	68	86	78	66
CSc1nc(NCc2ccccc2)c(C#N)c(-c2cccc([N+](=O)[O-])c2)n1	92	113	96	92	83	110	92	83
Oc1nc(NCc2ccccc2)sc1/C=C1\C=Nc2ncccc21	52	129	43	42	84	58	53	64
C(#CCN1CCOCC1)CCCN1CCOCC1	100&102	89&117	53&100	99&92	106&97	110&94	114&112	101&105
CN(C)CC1CCC(CN(C)C)C1=O (stereo unspecified)	106	115	110	94	117	108	105	106
C/C(=N/NC(=O)c1cc2ccccc2oc1=N)c1ccc(Br)cc1	97	98	87	104	108	105	118	89
CCCNC(=O)Oc1ccc(/C(=C(/C)Cc2ccc(OC)cc2)c2ccc(OCCN3CCCCCC3)cc2)cc1	91	110	92	37	102	89	89	58
O=C1OC(c2nc3ccccc3s2)=C/C1=C\c1cccc(Cl)c1	94	98	102	88	85	85	94	92
O=c1[nH]cc(O)c(=O)[nH]1	100	120	101	101	93	103	96	86
CCc1ccc(C(Nc2ccc3nc4n(c(=O)c3c2)CCC4)C(=O)O)cc1 (stereo unspecified)	95	101	103	94	107	103	109	97

Source: PubChem (NCI)
